KDM4C inh: inhibitors of human demethylase GASC-1 KDM4C. Q9H3R0. GST-KDM4C 2-372, H3K9me3 peptide, LANCE TR-FRET. inhibition, % at 12.5 µM. 0.15% of 96,000 active. AID 720574;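 active means mean replicate inhibition above about 25%, with at least 55% of replicates also reaching it, limit read from the data, passing the limit was not always enough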
Target sequence (Q9H3R0 2-372 limits assumed): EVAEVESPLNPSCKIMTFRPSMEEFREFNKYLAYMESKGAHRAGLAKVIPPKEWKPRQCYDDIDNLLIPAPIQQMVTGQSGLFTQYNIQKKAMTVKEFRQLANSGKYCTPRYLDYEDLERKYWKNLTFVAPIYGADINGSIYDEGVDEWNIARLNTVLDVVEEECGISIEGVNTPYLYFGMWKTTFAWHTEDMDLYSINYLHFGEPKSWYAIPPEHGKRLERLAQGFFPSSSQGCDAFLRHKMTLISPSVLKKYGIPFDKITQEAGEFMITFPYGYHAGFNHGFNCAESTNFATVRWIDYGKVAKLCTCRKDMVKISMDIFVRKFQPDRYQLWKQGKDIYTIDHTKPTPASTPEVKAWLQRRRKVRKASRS
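System – N-terminal GST-fused human GASC-1 (KDM4C) fragment, residues 2-372 · Input – enzyme final amount 10 nM · Technique – LANCE TR-FRET, Eu antibody, ULight-streptavidin, EDTA, ex 340 nm, em 618/671 nm · Medium – HEPES buffer, pH 7.5, plus ascorbate · Incubation – enzyme reaction 30 min, then detection 60 min, both room temperature · Reagent – H3K9me3 peptide with Fe(II)/2OG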
Tcruzi prolif: T. cruzi proliferation inhibition | T. cruzi beta-gal in NIH3T3, GalScreen luminescence, 90 h | inhibition, % at 8.34 µM | 5.9% of 77,000 active;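 active means mean inhibition above about 93%, with at least 55% of replicates each passing it, limit read from the data, passing the limit was not always enough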
Pf Dd2 inh: P. falciparum Dd2 growth inhibition; SYBR Green, 72 h; stronger effect = lower value; activity change, % at 10 µM; 2.3% of 94,000 active; AID 1159554; in the data active means activity change below about -80%
C diff growth: blocks growth of Clostridium difficile | Clostridium difficile clinical isolate growth, OD600, 24 h; stronger effect = lower value | growth activity, negative = inhibition, % at 16 µg/mL (by protocol) | 0.25% of 86,000 active;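 active means mean growth activity at or below -80% and every replicate also at or below -80%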;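 further: 0% = DMSO wells and -100% = levofloxacin 16 µg/mL wells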
* marks the source's active call; other numbers are inactive results; / = no result given; & = joins results of further samples.

item	canonical_smiles	KDM4C inh	Tcruzi prolif	Pf Dd2 inh	C diff growth
1	CO[C@@H]1CN(C)C(=O)c2cc(NC(=O)Cc3ccccc3)ccc2OC[C@H](C)N(C)C[C@H]1C	1.0	-12.2	/	0.0
2	CCNC(=O)[C@H]1[C@H](CO)[C@H]2Cn3c(ccc(C4=CCCCC4)c3=O)[C@H]2N1Cc1ccc2c(c1)OCO2	1.1	/	0.1	1.2
3	Cc1noc(C)c1NC(=O)N(C)C[C@H]1Oc2ccc(NS(=O)(=O)c3ccc(F)cc3)cc2C(=O)N([C@@H](C)CO)C[C@H]1C	-1.1	25.2	-6.8	-1.4
4	Cc1ccc(S(=O)(=O)N(C)C[C@@H]2OCCCC[C@@H](C)Oc3ccc(NS(=O)(=O)c4ccc(F)cc4)cc3C(=O)N([C@H](C)CO)C[C@@H]2C)cc1	-1.6	29.8	-0.9	-1.1
5	CC(C)C(=O)Nc1ccc2c(c1)C(=O)N(C)[C@H]1CC[C@H](CC(=O)Nc3cccc(F)c3)O[C@@H]1CO2	-2.1	-21.6	-4.8	1.8
6	O=C(C[C@H]1C[C@H]2c3cc(NC(=O)Cc4ccncc4)ccc3O[C@H]2[C@@H](CO)O1)NCc1cc(F)ccc1F	0.9	1.0	-6.2	1.4
7	O=C(C1CC1)N1CC(=O)N2[C@H](CO)[C@H](c3ccc(-c4cccnc4)cc3)[C@@H]2C1	-1.7	/	27.5	0.3
8	CCCC#Cc1ccc2c(c1)O[C@@H](CN(C)C(=O)CC)[C@@H](C)CN([C@H](C)CO)S2(=O)=O	1.4	67.0	-40.0	-0.8
9	C[C@H](CO)N1C[C@H](C)[C@@H](CN(C)C(=O)NC2CCCCC2)Oc2ncc(-c3ccccc3F)cc2C1=O	0.4	-22.0	-4.7	4.4
10	O=C(NC1CCC1)[C@H]1[C@H](CO)[C@H]2Cn3c(ccc(/C=C/c4ccccc4)c3=O)[C@H]2N1Cc1cncnc1	0.3	63.8	/	-12.2
11	CCC(=O)N(C)C[C@@H]1Oc2cc(C#Cc3ccccc3)ccc2S(=O)(=O)N([C@@H](C)CO)C[C@@H]1C	33.9*	/	-68.1	0.2
12	COc1ccc(S(=O)(=O)NC[C@H]2CC[C@H]3[C@H](CN3Cc3cc(F)ccc3F)O2)cc1	/	/	6.7	-3.6
13	CC(C)NC(=O)N(C)C[C@@H]1Oc2ccc(NC(=O)Nc3ccc4c(c3)OCO4)cc2CC(=O)N([C@H](C)CO)C[C@@H]1C	0.8	-7.7	8.0	0.1
14	CNC[C@@H]1Oc2cc(-c3cncnc3)ccc2S(=O)(=O)N([C@@H](C)CO)C[C@H]1C	0.9	45.6	/	-4.5
15	O=C(C[C@@H]1CC[C@@H]2[C@H](COC[C@@H](O)CN2C(=O)c2ccc3c(c2)OCO3)O1)NC1CCC1	0.2	17.0	3.8	6.8
16	C[C@@H]1CN([C@@H](C)CO)C(=O)c2cccc(NC(=O)Nc3ccccc3)c2O[C@H]1CN(C)C(=O)NC1CCCCC1	-1.1	47.0	-40.1	1.8
17	O=C(C[C@@H]1CC[C@H]2[C@@H](COC[C@H](O)CN2Cc2ccncc2)O1)NCc1ccccc1Cl	-0.3	/	14.2	-5.6&-5.9
18	Cc1ccccc1S(=O)(=O)NCC[C@H]1CC[C@H](NC(=O)C2CC2)[C@@H](CO)O1	0.9	/	-4.2	-0.7
19	CCCNC(=O)N1CC2(C1)[C@H](c1ccccc1)[C@H](CO)N2CC1CCCC1	1.9	/	12.2	6.0
20	C[C@H](CO)N1C[C@H](C)[C@H](CN(C)C(=O)Nc2ccc(F)cc2)Oc2ccc(NC(=O)Nc3ccc(C(F)(F)F)cc3)cc2CC1=O	-1.0	40.8	-17.1	4.9
21	Cc1ccc(S(=O)(=O)N(C)C[C@@H]2Oc3ccc(NS(C)(=O)=O)cc3C(=O)N([C@H](C)CO)C[C@H]2C)cc1	-0.2	6.0	27.0	-3.3
22	Cc1noc(C)c1S(=O)(=O)Nc1ccc2c(c1)C(=O)N([C@H](C)CO)C[C@H](C)[C@H](CN(C)C(=O)NC(C)C)OCCCC[C@@H](C)O2	/	4.1	11.0	-1.0
23	O=C(NCCN1CCCCC1)[C@H]1[C@H](CO)[C@H]2Cn3c(cccc3=O)[C@H]2N1C(=O)C1CC1	-2.4	-8.6	/	-0.6
24	C[C@@H]1CCCCO[C@@H](CN(C)S(=O)(=O)c2cn(C)cn2)[C@H](C)CN([C@@H](C)CO)C(=O)c2cc(NC(=O)Nc3cccc4ccccc34)ccc2O1	-3.4	48.8	-5.0	7.2
25	C[C@@H]1CN([C@@H](C)CO)C(=O)c2cc(NC(=O)Nc3ccc4c(c3)OCO4)ccc2O[C@@H](C)CCCCO[C@@H]1CN(C)S(=O)(=O)c1cccs1	-1.1	5.2	-71.3	4.7

Other entries
item	canonical_smiles	KDM4C inh	Tcruzi prolif	Pf Dd2 inh	C diff growth
26	CCCNC(=O)C[C@@H]1CC[C@@H]2[C@H](COc3ccc(NC(=O)c4ccc(OC)cc4)cc3C(=O)N2C)O1	2.2	15.2	-34.3	0.7
27	C[C@H]1CN([C@@H](C)CO)C(=O)c2cc(NC(=O)Nc3ccc(C(F)(F)F)cc3)ccc2O[C@H]1CN(C)S(=O)(=O)c1cccs1	0.0	122.7*	9.2	2.9
28	COCC(=O)Nc1ccc2c(c1)OC[C@@H](C)N(C(=O)Cc1ccccn1)C[C@H](C)[C@H](OC)CN(C)C2=O	0.1	11.0	23.7	-8.9
29	C[C@H](O)C#Cc1ccc([C@H]2[C@H]3CN(C(=O)c4ccc(F)cc4)CCCCN3[C@H]2CO)cc1	-1.1	27.0	5.1	-3.4
30	Cc1ccc(S(=O)(=O)Nc2cccc3c2O[C@@H](CN(C)C(=O)Nc2ccc(F)cc2)[C@@H](C)CN([C@@H](C)CO)C3=O)cc1	-2.0	43.2	-14.4	-6.8
31	CN1C(=O)c2cc(NC(=O)C3CCCCC3)ccc2OC[C@@H]2O[C@@H](CC(=O)NCCc3ccncc3)CC[C@@H]21	-0.5	23.5	1.5	3.0
32	C[C@@H]1CN([C@H](C)CO)C(=O)c2cccc(NC(=O)C3CCOCC3)c2O[C@@H]1CN(C)Cc1ccncc1	-1.7	-0.8	3.1	2.6
33	CCCC#Cc1cnc2c(c1)C(=O)N([C@@H](C)CO)C[C@H](C)[C@H](CN(C)C(=O)c1ccc3c(c1)OCO3)O2	7.4	41.5	-44.1	-0.2
34	CO[C@H]1CN(C)C(=O)c2ccc(NC(=O)C3CC3)cc2OC[C@H](C)N(CC2CCOCC2)C[C@H]1C	0.1	30.9	-11.0	-1.1
35	C[C@@H]1CN([C@@H](C)CO)C(=O)c2cccc(NC(=O)c3cnccn3)c2O[C@@H]1CN(C)S(=O)(=O)c1ccccc1	-2.4	31.6	-20.0	/
36	CN1C[C@H]2[C@@H](c3ccccc31)[C@H](CO)N2Cc1ccccc1F	-0.9	-32.0	-78.0	5.6
37	COc1ccc(S(=O)(=O)Nc2ccc3c(c2)C(=O)N([C@H](C)CO)C[C@@H](C)[C@H](CN(C)C(=O)C2CCCCC2)OCCCC[C@@H](C)O3)cc1	-1.1	51.6	-62.8	-2.0
38	O=C(Cc1ccccn1)NCC[C@@H]1CC[C@@H](NC(=O)CN2CCOCC2)[C@@H](CO)O1	8.0	/	-1.7	-0.1
39	O=C(NCC[C@H]1CC[C@@H](NC(=O)C2CCCCC2)[C@H](CO)O1)c1cnccn1	0.3	/	15.1	1.2
40	COc1ccc(NC(=O)N(C)C[C@@H]2Oc3c(cccc3N(C)C)C(=O)N([C@@H](C)CO)C[C@H]2C)cc1	2.9	16.5	-9.5	-1.1
41	C[C@@H]1CN([C@@H](C)CO)S(=O)(=O)c2ccc(C3=CCCCC3)cc2O[C@@H]1CN(C)C	-0.8	-24.3	17.0	/
42	Cc1noc(C)c1S(=O)(=O)Nc1ccc2c(c1)C(=O)N([C@@H](C)CO)C[C@@H](C)[C@H](CN(C)C(=O)Nc1ccc(C(F)(F)F)cc1)O2	-1.8	8.7	-6.5	11.5
43	CO[C@@H]1CN(C)C(=O)c2cc(NC(=O)Nc3cccc(F)c3)ccc2OC[C@@H](C)N(C(=O)Nc2c(C)noc2C)C[C@H]1C	-0.6	63.5	2.8	/
44	CC(C)NC(=O)N(C)C[C@H]1Oc2c(NC(=O)c3cnccn3)cccc2C(=O)N([C@@H](C)CO)C[C@@H]1C	-0.4	/	-1.4	3.8&-4.2
45	Cc1noc(C)c1S(=O)(=O)Nc1cccc2c1O[C@@H](CN(C)C(=O)Nc1ccc3c(c1)OCO3)[C@@H](C)CN([C@H](C)CO)C2=O	0.4	40.8	17.8	/
46	COc1ccc(NC(=O)Nc2ccc3c(c2)C(=O)N([C@@H](C)CO)C[C@H](C)[C@H](CN(C)S(=O)(=O)c2ccc(F)cc2)O3)cc1	-1.0	4.3	21.8	-21.5
47	CC(=O)N1[C@H](CO)[C@@H](c2ccccc2)C12CN(C(=O)c1ccc3c(c1)OCO3)C2	1.8	/	22.3	7.2
48	CCC(=O)Nc1ccc2c(c1)C(=O)N(C)[C@H]1CC[C@H](CC(=O)N[C@H](C)c3ccccc3)O[C@H]1CO2	-0.1	-36.9	5.9	-1.8
49	C[C@H]1CN([C@@H](C)CO)C(=O)c2cc(C#CC3CCCCC3)cnc2O[C@@H]1CN(C)C(=O)c1ccncc1	-1.3	2.4	-22.6	-12.1
50	C[C@@H]1CN([C@H](C)CO)C(=O)c2ccccc2-c2ccccc2CO[C@@H]1CN(C)C(=O)Nc1ccc2c(c1)OCO2	0.1	-33.7	30.8	-5.4

(continued)
item	canonical_smiles	KDM4C inh	Tcruzi prolif	Pf Dd2 inh	C diff growth
51	CN(C)CC(=O)N1CC2(C1)[C@@H](c1ccccc1)[C@@H](CO)N2S(C)(=O)=O	1.6	/	-34.2	-1.8
52	CO[C@@H]1CC[C@@H]2CCOc3c(C#N)cccc3C(=O)N(C)C[C@H](C)C(=O)N(C)C[C@@H]1O2	-0.3	14.6	25.0	/
53	Cc1ccc(S(=O)(=O)Nc2cccc3c2O[C@H](CN(C)Cc2ccncc2)[C@@H](C)CN([C@@H](C)CO)C3=O)cc1	-0.3	54.9	-0.3	-0.7
54	CCC(=O)N1[C@@H](CO)[C@@H]2c3ccccc3N(C(=O)Nc3cccc(Cl)c3)C[C@@H]21	-2.3	-2.3	-5.4	-1.2
55	Cc1noc(C)c1NC(=O)N(C)C[C@H]1Oc2c(NC(=O)NC(C)C)cccc2C(=O)N([C@@H](C)CO)C[C@@H]1C	3.8	-17.2	41.1	-4.5
56	CCCNC(=O)N1CC2(C1)[C@H](c1ccccc1)[C@@H](CO)N2Cc1ccccc1	0.9	/	8.8	-7.3
57	O=C(Nc1ccc(F)cc1)Nc1ccc2c(c1)[C@@H]1C[C@@H](CC(=O)N3CCCCC3)O[C@H](CO)[C@@H]1O2	-1.5	73.2	-10.2	1.9
58	COc1ccc(S(=O)(=O)Nc2ccc3c(c2)C(=O)N([C@@H](C)CO)C[C@H](C)[C@H](CN(C)C(=O)Nc2ccc4c(c2)OCO4)O3)cc1	-0.4	24.2	5.6	1.2
59	C[C@@H]1CN([C@@H](C)CO)S(=O)(=O)c2ccc(C#CC3CC3)cc2O[C@@H]1CN(C)C	-0.4	-116.7	-3.1	-4.6
60	CS(=O)(=O)N1CC2(C1)[C@H](c1ccccc1)[C@@H](CO)N2Cc1ccc(F)cc1	1.9	/	-50.8	-1.3

Five entries from above, screen by screen.
51) CN(C)CC(=O)N1CC2(C1)[C@@H](c1ccccc1)[C@@H](CO)N2S(C)(=O)=O
52) CO[C@@H]1CC[C@@H]2CCOc3c(C#N)cccc3C(=O)N(C)C[C@H](C)C(=O)N(C)C[C@@H]1O2
53) Cc1ccc(S(=O)(=O)Nc2cccc3c2O[C@H](CN(C)Cc2ccncc2)[C@@H](C)CN([C@@H](C)CO)C3=O)cc1
54) CCC(=O)N1[C@@H](CO)[C@@H]2c3ccccc3N(C(=O)Nc3cccc(Cl)c3)C[C@@H]21
55) Cc1noc(C)c1NC(=O)N(C)C[C@H]1Oc2c(NC(=O)NC(C)C)cccc2C(=O)N([C@@H](C)CO)C[C@@H]1C

Compound,51,52,53,54,55
KDM4C inh,1.6,-0.3,-0.3,-2.3,3.8
Tcruzi prolif,/,14.6,54.9,-2.3,-17.2
Pf Dd2 inh,-34.2,25.0,-0.3,-5.4,41.1
C diff growth,-1.8,/,-0.7,-1.2,-4.5

Screening data: PubChem BioAssay, Broad Institute
